TbREL1 primary = TbREL1 RNA ligase inhibitors, primary screen, biochemical, FRET fluorescence. RNA-editing ligase 1, mitochondrial (Trypanosoma brucei brucei), P86926. TbREL1 RNA ligation. 0.49% of 89,000 active. inhibition, % at 9.66 µM. AID 1117264, 2014;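 active = inhibition above the mean inhibition across all screened compounds plus 3 SD, cut at about 11% in these data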;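 note: 0% = plate median of test wells and 100% = NSC42067 control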
Target sequence (P86926 whole entry, looked up): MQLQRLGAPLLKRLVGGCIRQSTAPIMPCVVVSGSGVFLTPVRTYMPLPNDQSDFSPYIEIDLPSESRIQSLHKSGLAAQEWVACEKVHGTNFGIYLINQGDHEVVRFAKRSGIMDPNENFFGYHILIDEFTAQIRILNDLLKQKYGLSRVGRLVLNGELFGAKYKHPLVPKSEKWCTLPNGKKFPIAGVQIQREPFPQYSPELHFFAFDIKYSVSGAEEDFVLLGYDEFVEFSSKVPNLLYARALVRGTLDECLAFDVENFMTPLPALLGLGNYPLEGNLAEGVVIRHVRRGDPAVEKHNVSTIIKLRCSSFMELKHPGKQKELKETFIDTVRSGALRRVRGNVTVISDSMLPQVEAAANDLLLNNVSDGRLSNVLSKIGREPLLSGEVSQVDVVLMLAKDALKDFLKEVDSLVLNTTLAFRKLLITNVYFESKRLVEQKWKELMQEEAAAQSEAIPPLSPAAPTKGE
* = called active by the depositor. Some of the compounds tested; rates above refer to the full screens.

TbREL1 primary	SMILES
-0.4	Cc1cc(NC(=O)CSc2nc3c(cc2C#N)CCCC3)no1
-3.5	O=C(N/N=C/c1c[nH]c2ccccc12)C1CC1(c1ccccc1)c1ccccc1 (stereo unspecified)
3.4	C=CCn1nc(-c2ccccc2)cc1C(=O)OCC
-1.6	Cc1nc(Cl)sc1C(=O)Nc1ccccc1Cl
3.8	O=C(NCc1ccc2c(c1)OCO2)c1nc(Cn2cc(Br)cn2)no1
-0.7	COCc1nc2ccccc2n1Cc1cccc(C)c1
6.2	O=C(Nc1ccc(S(=O)(=O)N2CCc3ccccc32)cc1)c1ccco1
-2.8	O=C1N(Cc2cccc(Cl)c2)C[C@@H]2C[C@@H](c3cccn3-c3nccs3)N3CCC[C@@]123
1.9	Cc1ccc(Cn2c([N+](=O)[O-])cnc2C)cc1
4.2	O=C(COC(=O)CCc1c[nH]c(=O)[nH]1)Nc1ccccc1

Random excerpt: 6 records from the list.
TbREL1 primary	SMILES
-2.8	O=C1N(Cc2cccc(Cl)c2)C[C@@H]2C[C@@H](c3cccn3-c3nccs3)N3CCC[C@@]123
-1.6	Cc1nc(Cl)sc1C(=O)Nc1ccccc1Cl
-0.4	Cc1cc(NC(=O)CSc2nc3c(cc2C#N)CCCC3)no1
3.8	O=C(NCc1ccc2c(c1)OCO2)c1nc(Cn2cc(Br)cn2)no1
1.9	Cc1ccc(Cn2c([N+](=O)[O-])cnc2C)cc1
6.2	O=C(Nc1ccc(S(=O)(=O)N2CCc3ccccc32)cc1)c1ccco1

Later entries
TbREL1 primary	SMILES
1.4	C#CCOCCOCCOCCNc1nc(N2CCOCC2)nc(N2CCN(C(=O)Cn3cc(CCCN=C(N)N)nn3)CC2)n1
-3.4	COC(=O)[C@]12C[C@H](CC(=O)NCCCN3CCCC3=O)C(=O)N(Cc3cccc4ccccc34)C1=C[C@H](C1CCCC1)O[C@@H]2C
-2.8	COc1ccc(N/C=C2/CCCCC2=O)cc1
-1.3	COc1ccc(CNS(=O)(=O)c2cc(Br)ccc2Br)cc1
-1.0	CCC(CC)C(=O)NCCc1cc2ccc(OC)cc2[nH]c1=O
1.0	CCCCC[C@@H]1C=C(C(=O)O)[C@H](c2ccc(CC)cc2)N1S(=O)(=O)c1ccc(C)cc1
6.7	CN(CC(=O)N1CCc2ccccc21)S(=O)(=O)c1cccc2cccnc12
0.0	COc1ccc(F)c(C2C(C#N)=C(N)Oc3n[nH]c(C(C)(C)C)c32)c1 (stereo unspecified)
-0.1	CC(Oc1ccc(Cl)cc1Cl)c1nc(-c2ccc(NC(=O)c3ccco3)cc2)no1 (stereo unspecified)
-1.5	CCOc1ccc(NC(=O)CN(C)S(=O)(=O)c2ccc3c(c2)CCC(=O)N3)cc1
-3.6	Cc1ccc(S(=O)(=O)Oc2ccccc2/C=N/NC(N)=S)cc1
0.5	CCn1ccnc1CN(C)C(=O)c1ccc2nc(Cc3ccc(OC)cc3)oc2c1
0.9	NC(=O)C(c1ccc(Cl)cc1)c1ccc(Sc2ccc(Cl)cc2)nn1 (stereo unspecified)
2.0	COc1cc(/C=N/NC(=O)Cn2nc([N+](=O)[O-])cc2C)cc(Br)c1OCc1ccccc1
1.9	CCCN(CCC)CC(O)Cn1cc(/C=C/C(=O)c2ccccc2)c2ccccc21 (stereo unspecified)
5.7	Cc1ccc(C(=O)OCC(=O)NC2CCCCCC2)c(C)c1
-1.4	CC(C)(C)c1ccc(CN(Cc2ccco2)Cc2nnnn2C2CCCC2)cc1
-3.7	CCn1c(CC(=O)Nc2ccc(C)cc2)nnc1SCC(=O)NCCc1ccccc1
4.9	c1ccc(CSc2ncnc3c2oc2ccccc23)cc1
2.5	CCc1cc(C(=O)NN2C(=O)NC3(CCCCC3)C2=O)sc1C
-1.9	COc1ccc(C(=O)N2c3ccccc3CC2C)cc1OC (stereo unspecified)
8.1	Nc1nonc1C(=O)NCCNS(=O)(=O)c1ccc(F)cc1
-0.3	Cc1cc(C(=O)Nc2ccccc2)c(C)o1
4.8	COc1ccc(N2CCN(C(CNS(=O)(=O)c3ccc4c(c3)OCCO4)c3ccco3)CC2)cc1 (stereo unspecified)
1.6	O=C(NCCO)c1scc2c1OCCO2
-3.0	CCOC(=O)C1(Cc2cccc(OC)c2)CCN(Cc2cc(OC)ccc2OC)CC1
1.9	O=C(CNc1cccc(S(=O)(=O)N2CCOCC2)c1)Nc1ccccc1F
-3.4	CCOc1ccccc1C1C(C#N)=C(N)SC(N)=C1C#N
-1.2	COC(=O)[C@]12C[C@H](CC(=O)NCC34CC5CC(CC(C5)C3)C4)C(=O)N(Cc3ccc4c(c3)OCO4)C1=C[C@H](C(C)C)O[C@@H]2C1CC1
0.8	O=C(NCc1ccccc1)c1onc(CSc2ccccn2)c1C(=O)NCc1ccccc1
3.1	COc1ccc2[nH]c3c(c2c1)CCC/C3=N\N
0.9	CON/C=C(\C=Nc1ccc(Cl)cc1)c1ncc(C(F)(F)F)cc1Cl
-1.7	Cn1c(-c2sc(=S)n(-c3ccccc3)c2N)nc2ccccc21
3.3	CCC(=O)N/C(N)=N/c1nc2ccccc2o1
-1.1	CCCCNC(=O)C(CC)(ONc1ccccc1C(F)(F)F)c1ccccc1OC (stereo unspecified)
-0.6	CC(=O)c1cccc(CN2CCC(CO)(CCCc3ccccc3)CC2)c1
1.8	Cc1cc(C)c2c(-n3cccc3)c(NC(=O)OC(C)C)sc2n1
-0.2	CN(C(=O)CSc1nnc(-c2ccc3c(c2)OCO3)o1)C1CCS(=O)(=O)C1 (stereo unspecified)
-2.9	CCCCN1CCS(=O)(=O)N(Cc2cn(Cc3ccc(C)cc3)nn2)C(C(=O)OC)C1 (stereo unspecified)
-0.5	COc1cccc(C(=O)Nc2cccc(C(C)=O)c2)c1
-1.4	CCOc1cc(Br)c(C(=O)O)cc1OCC
5.9	Cc1nnc(NC(=O)C2CCN(S(=O)(=O)c3cc([N+](=O)[O-])ccc3Cl)CC2)o1
2.1	CCN(CC)c1ccc(/C=N/n2nnnc2N)c(O)c1
2.6	O=[N+]([O-])c1ccc(N2CCOCC2)cc1NC(c1ccccc1)c1ccccc1
-2.4	CO/N=C/NC(=O)Cc1cn(-c2ncc(C(F)(F)F)cc2Cl)c2ccccc12
6.9	Cc1ccc(-n2cc(CN3CCC(O)(c4ccccn4)CC3)c(-c3ccc(F)cc3)n2)cc1
-0.2	Cc1cc(C(F)F)n2nc(C(=O)Nc3cccnc3Cl)nc2n1
-1.2	O=C(Nc1cc(Cl)ccc1N1CCOCC1)c1cccnc1
2.9	CC(=O)N1CC2(C)CN(C(C)=O)CC(C)(C1)C2O (stereo unspecified)
0.4	OCC1(CO)CCCC(CO)(CO)C1O

(next part)
TbREL1 primary	SMILES
-0.9	CC(CC(=O)Nc1cc(C(F)(F)F)ccc1Cl)c1ccccc1 (stereo unspecified)
2.8	CN(C)CCN(C(=O)/C=C/c1cccs1)c1nc2c(F)cc(F)cc2s1
-1.6	CC1CN(C(=O)c2cccs2)CCN1C(=O)c1cccs1 (stereo unspecified)
-0.1	O=C(CCNS(=O)(=O)c1ccc(F)cc1)N1CCN(c2ncccn2)CC1
9.5	COc1cccc(-n2nc(C(=O)O)c3ccccc3c2=O)c1
-1.1	CCCCOc1ccc(C(=O)NCC(=O)OCC(=O)N2CCN(S(=O)(=O)c3ccc(C)cc3C)CC2)cc1
4.5	O=C1CCC[C@H]2C[C@H](NCc3cccc(F)c3)CC[C@]23CCCN13
-0.8	Cc1n[nH]c(C)c1S(=O)(=O)N1CCC(C(=O)O)CC1
-3.3	Cc1ccccc1NC(=O)N1C2CCCC1CC(NC(=O)C(C)(C)C)C2 (stereo unspecified)
-2.7	Cc1ccc(S(=O)(=O)Nc2ccc(C(=O)N3CCCC3)cc2)c(C)c1NS(C)(=O)=O
-0.6	O=C(Nc1nnc(-c2ccc(F)cc2)s1)Nc1ccccc1F
2.7	CCCCn1c(-c2cccc(F)c2)nc2c1c(=O)[nH]c(=O)n2CC(C)C
-0.1	Cc1ccc(S(=O)(=O)/C(C#N)=C/c2c(N3CCC(C(N)=O)CC3)nc3c(C)cccn3c2=O)cc1
-0.2	C=CCN1C(=O)c2n[nH]c(COC)c2C1c1ccc2c(c1)OCO2 (stereo unspecified)
3.3	CCOc1ccc(N(CC(=O)NCCc2ccccc2)S(=O)(=O)c2ccccc2)cc1
2.6	CCOC(=O)c1c(C)n(C)c2ccc(OCC(O)Cn3c(C)nc4ccccc43)cc12 (stereo unspecified)
3.5	Cc1ccc(NNC(=O)c2ccc(Cl)cc2)nn1
3.7	Cc1ccc(OCCCn2ccnc2)cc1C
-0.2	O=C1NC(c2ccccc2OC(F)F)Oc2ccccc21 (stereo unspecified)
3.5	CCN(CC(=O)Nc1ccc(NC(C)=O)cc1)C(=O)c1ccccc1Sc1ccccc1C#N
2.3	CCOC(=O)C1(C(=O)OCC)CC1c1ccccc1 (stereo unspecified)
-5.4	CCOc1ccc(NC(=O)c2cc(C3CC3)nc3c2cnn3C(C)C)cc1OC
-2.4	COc1ccccc1C(CNC(=O)c1cccc(S(=O)(=O)Nc2ccc(F)cc2)c1)N(C)C (stereo unspecified)
-2.0	Cc1ccccc1NC(=O)O[C@H]1CC[C@@]23CCCN2C(=O)CCC[C@H]3[C@H]1C
-0.1	CCC(C)C1NC(=S)N(Cc2ccccc2)C1=O (stereo unspecified)
1.4	CCOC(=O)C1CCN(C(=O)c2cccc(Cl)c2)CC1
-0.3	Nc1ccc(C(=O)c2cccs2)cc1
0.2	C[C@H](CO)N1C[C@H](C)[C@@H](CN(C)CC2CC2)Oc2c(NC(=O)C3CC3)cccc2C1=O
0.9	CCN(CC)C(=O)CSC1=Nc2ccccc2C2=NC(Cc3c[nH]c4ccccc34)C(=O)N12 (stereo unspecified)
-1.5	C[C@H](CO)N1C[C@H](C)[C@@H](CN(C)C(=O)NC2CCCCC2)Oc2c(NC(=O)Nc3ccc(C(F)(F)F)cc3)cccc2C1=O
4.7	Cc1ccc(C(C)C)cc1S(=O)(=O)NCc1cccnc1
-0.1	O=c1nc2scc(-c3ccccc3)n2c2ccccc12
0.4	O=[N+]([O-])c1cccc(Oc2ncccc2[N+](=O)[O-])c1
-0.2	CC(=O)NCCn1c(SCC(=O)NCc2ccco2)nc2ccccc2c1=O
-2.0	CC1CCN(Cc2c(C(=O)N3CCc4ccccc4C3)nc3ccc(Cl)cn23)CC1
0.8	Cc1ccnc2nc(C(=O)OCC(=O)c3c[nH]c4ccccc34)nn12
1.0	CSCC(=O)NS(=O)(=O)c1ccc(C)cc1
8.2	COC(C/C=C/C(=O)COCc1ccccc1)OC
0.7	Cc1ccc(N2C(=O)c3ccc(C(=O)O)cc3C2=O)c(C)c1
-1.6	CC(NC(=O)C(C(=O)c1cccc([N+](=O)[O-])c1)n1cc(Cl)ccc1=O)c1ccccc1 (stereo unspecified)
9.2	Cc1ccc(S(=O)(=O)NCCC(=O)N2CCCC(C)C2)cc1 (stereo unspecified)
0.3	Cc1ccc(C(=O)Nc2ccc(S(=O)(=O)N3CCCC3)cc2)cc1
-1.0	CCOC(=O)[C@H]1[C@H]2COc3ccc(OC)cc3[C@@H]2N2C(=O)[C@H](C)NC(=O)[C@@]12C
-1.2	Cn1cncc1C#Cc1ccc2cc(CCCO)oc(=O)c2c1
0.9	COc1ccc(CC(=O)Nc2nc(-c3cccnc3)cs2)cc1
-1.1	CC1(C)Cc2c(c(-c3ccco3)nc3n[nH]c(N)c23)CO1
-3.4	CCOc1ccc(N(CC(=O)NC2CC3CCC2C3)S(=O)(=O)c2ccc(C)cc2)cc1 (stereo unspecified)
0.0	CCS(=O)(=O)N1CCCC(C(=O)NCCc2ccc(C)cc2)C1 (stereo unspecified)
-6.0	COc1cccc(NC(=S)NNC(=O)C(C)n2nc(C)c([N+](=O)[O-])c2C)c1 (stereo unspecified)
7.8	Cn1c(SCc2nc(-c3ccc(Cl)cc3)no2)nnc1-c1cccs1

Another view of part of the listing above.
Molecule	TbREL1 primary
Cc1ccc(S(=O)(=O)NCCC(=O)N2CCCC(C)C2)cc1 (stereo unspecified)	9.2
Cc1ccc(C(=O)Nc2ccc(S(=O)(=O)N3CCCC3)cc2)cc1	0.3

Next structures.
TbREL1 primary	SMILES
-1.3	CCc1nccn1CCC(=O)NC1CC(C)(C)Cc2c1cnn2-c1cccc(F)c1 (stereo unspecified)
-1.1	CC(=O)Nc1ccc(NC(=O)C(C)OC(=O)C2CCCCC2)cc1 (stereo unspecified)
3.0	CCOC(=O)C1CCCN(C(=O)C2CCN(C(=O)Nc3ccccc3)CC2)C1 (stereo unspecified)
-1.6	CC(=O)c1cccc(NC(=O)N2CCCC2C(=O)Nc2cc(C)ccc2C)c1 (stereo unspecified)
-0.7	Cc1cc(O)c(/C=N/c2ccccn2)c(=O)o1
-0.7	CC(=O)c1c(C)[nH]c(C(=O)OC(C)C(=O)Nc2ccc(C)c(S(=O)(=O)N3CCOCC3)c2)c1C (stereo unspecified)
1.8	CS(=O)(=O)N(CC(=O)NC1CCCCCC1)Cc1ccc(Cl)cc1
1.7	CC12CN3CC(C)(CN(C1)C3c1ccc(Br)cc1)C2 (stereo unspecified)
-1.5	c1ccc2c(c1)CCCC2NC1=NCCC1 (stereo unspecified)
2.2	Cc1noc(COc2ccccc2OCC(O)CNC(C)(C)C)n1 (stereo unspecified)
2.0	Cc1ccc(C(=O)NCCNC(=O)c2ccco2)cc1C
1.3	COCCOc1ccc(C(F)(F)F)cc1NC(=O)c1ccc(F)cc1
1.5	O=C(CN1C(=O)CCC1=O)Nc1ccc(Br)cc1
-3.4	COc1ccc(S(=O)NC2CCCCC2)c(OC)c1C (stereo unspecified)
-1.5	O=C(COc1cccc(C(F)(F)F)c1)NNC(=O)Cc1ccc(S(=O)(=O)N2CCOCC2)s1
0.5	CCNc1nc(NCC)nc(OCCNS(=O)(=O)c2ccccc2)n1
0.7	Cc1nc(-c2ccc(Cl)cc2)sc1C1(C)CC(c2c(Cl)cccc2Cl)=NO1 (stereo unspecified)
2.4	COc1ccc(C(=O)NCCN2CCOCC2)c(OC)c1OC
-0.4	N#Cc1ccccc1OCC(=O)OCC(=O)NC1CCCCCC1
9.7	C(=C\c1ccncc1)/c1ccncc1

Source: PubChem BioAssay
